# D3 ag: D3 dopamine receptor (human) agonism | P35462 | D3R DiscoveRx beta-arrestin cells, luminescence, 90 min | max activation, % | 410,000 tested, 0.58% active; in the data active = max activation above about 30%; also: 0% is about no effect; mostly tested at two doses, the higher about 12 µM
#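 Cells at 1500/well, incubated overnight, then treated with pinned compounds (dopamine as control) for 90 min at 37 degrees C. DiscoveRx reagent added for 30 - 60 minutes at room temperature; luminescence read.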
# D3 antag: D3 dopamine receptor (human) antagonism. P35462. D3R cells, DiscoveRx beta-arrestin luminescence, antagonist mode; stronger effect = lower value. max response, negative = inhibition, %. 360,000 tested, 2.5% active; in the data active = max response below about -50%; inconclusive = no clear call, values can overlap the other calls; also: % is scaled to controls: 0 for no effect and ±100 for the full control effect; mostly tested at two doses, the higher about 12 µM
#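 Cells plated overnight at 1500 cells/well, then exposed to library compounds with dopamine controls for 90 minutes at 37 degrees C. DiscoveRx reagent added for 30–60 minutes at room temperature; luminescence read, quantitative HTS format.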
# EPAC2 agonist: agonists of human EPAC2 (RAPGEF4); Q8WZA2; EPAC2 activation, biochemical qHTS; response scale: 100% = 6.5 mM cAMP response; Potency, µM (top dose mostly 154 µM), for the others: at the highest dose activation, hits mostly activators; 360,000 tested, 0.079% active; AID 720711; also: potency is read from the fitted curve at half-maximal effect; nearly all actives have a fitted effect of over 50% in size
# Target sequence (Q8WZA2 whole entry, looked up): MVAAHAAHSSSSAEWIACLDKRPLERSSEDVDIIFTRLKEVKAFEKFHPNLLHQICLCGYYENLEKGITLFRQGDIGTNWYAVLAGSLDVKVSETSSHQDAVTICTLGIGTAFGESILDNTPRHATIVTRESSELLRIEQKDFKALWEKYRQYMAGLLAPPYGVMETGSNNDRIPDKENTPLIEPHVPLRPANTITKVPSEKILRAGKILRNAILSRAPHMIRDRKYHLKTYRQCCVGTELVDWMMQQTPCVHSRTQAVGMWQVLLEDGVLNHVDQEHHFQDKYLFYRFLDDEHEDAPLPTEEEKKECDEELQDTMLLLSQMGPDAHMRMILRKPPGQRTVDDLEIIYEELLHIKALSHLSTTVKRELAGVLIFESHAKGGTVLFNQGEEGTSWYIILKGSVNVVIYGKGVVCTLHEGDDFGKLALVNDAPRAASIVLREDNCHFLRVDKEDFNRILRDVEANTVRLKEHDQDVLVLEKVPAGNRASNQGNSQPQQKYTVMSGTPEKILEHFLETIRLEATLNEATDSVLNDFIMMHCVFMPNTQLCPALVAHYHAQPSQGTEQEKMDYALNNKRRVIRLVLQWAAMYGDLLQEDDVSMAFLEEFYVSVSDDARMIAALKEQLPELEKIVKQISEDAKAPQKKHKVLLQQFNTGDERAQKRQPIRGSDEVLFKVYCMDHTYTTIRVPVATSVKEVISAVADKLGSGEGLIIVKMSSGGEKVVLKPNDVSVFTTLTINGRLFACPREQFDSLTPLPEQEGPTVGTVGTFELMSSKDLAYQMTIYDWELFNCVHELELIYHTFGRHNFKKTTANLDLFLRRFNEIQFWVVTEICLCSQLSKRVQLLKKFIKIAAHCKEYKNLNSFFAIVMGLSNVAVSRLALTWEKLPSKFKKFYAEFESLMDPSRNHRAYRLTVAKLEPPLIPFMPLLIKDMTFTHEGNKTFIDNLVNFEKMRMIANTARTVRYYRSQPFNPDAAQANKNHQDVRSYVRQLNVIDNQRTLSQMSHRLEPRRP
#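 Fluorescence exchange assay: 100 nM EPAC2 with 250 nM RAP1B-BODIPY-GDP and 50 uM GDP; compounds tested as a concentration-titration series (qHTS). Loss of Rap1-bound BODIPY-GDP fluorescence read at 480/540 nm; data normalized to 6.5 mM cAMP.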
# EPAC2 antag: antagonists of human EPAC2; Q8WZA2; EPAC2 GEF exchange of Rap1B-BODIPY-GDP, fluorescence; Potency, µM (doses to about 114 µM), for the others: at the highest dose activity, negative = inhibition, hits mostly inhibitors; 360,000 tested, 0.18% active; AID 720708; also: potency is read from the fitted curve at half-maximal effect; % is scaled to controls: 0 for no effect and ±100 for the full control effect; nearly all actives have a fitted effect of over 45% in size; many of its hits are not listed in these tables
# Akt phos inh: blocks phosphorylation of Akt; activity change, % for hits at 50 µM; 360,000 tested, 0.32% active; Neuro2A IGF-stimulated pAkt S473 HTRF, 20 min; stronger effect = lower value; in the data active = activity change below about -80%; inconclusive = mostly about -51% to -80%; also: % is scaled to controls: 0 for no effect and ±100 for the full control effect
#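 Neuro2A cells (4,500/well, DMEM with 0.5% FBS) were treated with compound at a single 50 µM final concentration, stimulated with 6 nM IGF for 20 min at 37 °C, and lysed. Phospho-Akt Ser473 was read by HTRF as 665/615 ratio ×10^4.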
# CCT chaperon mod: modulators of cytosolic chaperonin (CCT/TRiC) activity; 360,000 tested, 0.3% active; activity change, % (no concentration beside the values), hits read low; purified chaperonin ATPase assay, HTRF ADP detection, 30 min; in the data active = activity change below about -30%; also: % is scaled to controls: 0 for no effect and ±100 for the full control effect
#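 ATPase activity: ADP formed was measured by HTRF Transcreener (665/615 nm ratio) after 30 min at 37 deg C with 10 uM ATP. Compounds screened at one 76 uM concentration against 40 or 20 nM TRiC in Tris pH 7.4/KCl/MgCl2/DTT buffer.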
# MmCpn inh: M. maripaludis TRiC chaperonin inhibition; 330,000 tested, 0.031% active; AID 504842; purified Mm-Cpn ATPase, ADP Transcreener TR-FRET; Potency, µM (series often up to 76.9 µM), for the others: top-dose activity, negative = inhibition, usual class: inhibitors; also: potency is read from the fitted curve at half-maximal effect; % is scaled to controls: 0 for no effect and ±100 for the full control effect; nearly all actives have a fitted effect of over 80% in size
#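 Purified archaeal chaperonin (25 nM final) was preincubated with compound for 10 min at 37°C, then ATP (10 uM final) was added for 30 min at 37°C in Tris pH 7.4/KCl/MgCl2/DTT buffer. ADP was quantified by HTRF Transcreener TR-FRET.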
# PTHR1 ag: activates the human parathyroid hormone receptor PTHR1; Q03431; HEK293 GP2 PTHR1 cells, GloSensor cAMP luminescence, 1 h; Potency, µM (top dose mostly 115 µM), inactives show top-dose activation, actives largely listed as activators; 410,000 tested, 0.075% active; AID 743266; also: potency is read from the fitted curve at half-maximal effect; nearly all actives have a fitted effect of over 55% in size; some results filed as inactive show a strong effect at the top dose; inactives centre near -15; many of its hits are not listed in these tables
#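 HEK-293-derived GP2 cells expressing PTHR1 and a GloSensor cAMP reporter, 3,000/well, plated overnight, given luciferin plus IBMX (each 0.5 mM as added) for 1 h at 37 °C, then compound for 1 h at 37 °C. Luminescence was read after 15 min at room temperature.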
# An asterisk follows results filed as active; i = inactive; ? = inconclusive; . = no result given; & = joins results of further samples; ! = not active in a repeat; [ ] = remark or other dose. Unless noted, calls follow the shape of the dose curve; as a rule, active = well fitted curve in the direction sought with a large enough effect; inconclusive = small, poorly fitted or top-dose-only effect, or another doubt; inactive = no such curve, though single readings can be large; an effect the other way counts as inactive or inconclusive.
# Fields – D3 ag	D3 antag	EPAC2 agonist	EPAC2 antag	Akt phos inh	CCT chaperon mod	MmCpn inh	PTHR1 ag
COC(=O)C1=C(C)NC(=O)NC1c1cn(-c2ccccc2)nc1-c1cccs1 (configuration not stated)
  5	0	-2%	-7%	i	-0.1	-2%	-4%[57.5 µM]
Cc1c(C2C(C#N)=C(N)N(c3ccccc3C#N)C3=C2C(=O)CCC3)cnn1C (configuration not stated)
  -1	-6	2%	-2%	i	-1.4	0%	i
Cc1ccnc2nc(C(=O)OCCOc3ccccc3)nn12
  -3	4	3%	10%	i	1.3	-1%	-1%[57.5 µM]
CCSc1nc2ccccc2n1Cc1cccc([N+](=O)[O-])c1
  -10	?	-7%	-5%	i	-2.6	-1%	-23%[57.5 µM]
COc1ccccc1CNc1ccc(Br)cn1
  33*	7	6%	?	i	2.3	3%	-72%[inhibitor]
COc1ccc(NC(=O)COc2cccc(C(F)(F)F)c2)cn1
  -6	-2	11%	0%	i	1.5	1%	-13%
Clc1nc(Cl)nc(N(c2ccccc2)c2ccccc2)n1
  -2	-21	9%	4%	i	-0.3	0%	-1%
CCN1CCN(CC(=O)c2ccc(OC)cc2)CC1
  2	0	6%	0%	i	-2.8	2%	-2%
CC(=O)Oc1ccc2ccc3ccc(C(C)=O)cc3c2c1
  -4	-17	5%	-3%	i	-1.2	.	-24%
CC1CCc2c(C(=O)NCC3CCCO3)csc2C1 (configuration not stated)
  2	7	4%	9%	i	0.8	1%	i
S=c1[nH]nc(CSCc2ccccc2Cl)n1C1CCCCC1
  -4	?	22%	-26%	i	-5.8	0%	i
Cc1ccccc1CNC(=O)Cc1cccs1
  -6	19	4%	-1%	i	-4.7	-2%	0%
CCSc1ccc([C@@H]2[C@@H]3C(=O)N(C)C(=O)[C@@H]3[C@]3(C(=O)OC)CCCCN23)cc1OC
  13	-10	5%	-7%	i	0.8	-2%	-4%
CCOc1ccc2ccccc2c1/C=N/NC(=O)CC1(C)OCCCO1
  -3	-5	1%	7%	i	-2.4	2%	-19%
CC(=O)NC12CC3CC(C1)CC(C(=O)N1CCN(S(=O)(=O)c4ccccc4[N+](=O)[O-])CC1)(C3)C2
  6	3	2%	0%	i	-2.7	0%	-9%
O=C(C1CCCCC1)N1CCN(S(=O)(=O)c2ccc(Br)cc2)CC1
  4	-23	5%	0%	i	-1.7	2%	-11%
Fc1ccccc1CSc1nnc(-c2cccnc2)o1
  0	1	7%	-8%	i	-3.5	-2%	-16%
C/C(=N\NS(=O)(=O)c1ccc(C(C)(C)C)cc1)c1ccccc1
  -3	7	0%	?	i	-0.8	1%	22%
O=c1/c(=C/c2ccccn2)sc2nc3ccccc3n12
  -1	4	8%	3%	i	-1.7	-2%	-30%
CCC(C)NC(=O)C1CCC(CNS(=O)(=O)c2ccc3c(c2)CC(C)N3C(C)=O)CC1 (configuration not stated)
  7	-1	-4%	2%	i	-0.5	-2%	-23%
COc1ccc(OCCNC(=O)C(c2ccccc2)c2ccccc2)cc1
  0	?	-82%[inhibitor][15.6 µM]	6%	.	-4.1	-3%	-3%[57.5 µM]
CC(O)Cn1c(=O)c2c(nc(Br)n2Cc2ccccc2)n(C)c1=O (configuration not stated)
  8	27	10%	14%	.	-1.3	-2%	i
CC(C)C(c1nnnn1Cc1ccco1)N1CCN(c2nc3ccccc3s2)CC1 (configuration not stated)
  2	10	6%	-17%	i	-0.9	-3%	-8%[57.5 µM]
CCOC(=O)C1(Cc2cccc(OC)c2)CCN(Cc2ccc(OC)c(OC)c2)CC1
  -8	-9	9%	-5%	i	-0.1	5%	-4%
O=C(N/N=C/c1cccnc1)c1ccccc1Cl
  -4	1	5%	7%	i	-4.9	2%	i
COc1ccc(S(=O)(=O)c2c(O)c3ccc(C(=O)Nc4ccccc4)cc3[nH]c2=O)cc1
  -8&12	0	-5%	7%	i	0.3	0%	-18%
COC(=O)C1=C(C)N(Cc2ccccc2)C(=NCCc2ccccn2)N[C@H]1c1cccc(C(F)(F)F)c1
  -23	-20	11%	-8%	i	-2.2	2%&1%	-6%
CC(C)CC1C(=O)N(Cc2cn(CCC3OCCCO3)nn2)CCS(=O)(=O)N1Cc1ccc(-c2ccc(Cl)c(Cl)c2)cc1 (configuration not stated)
  -2	9	0%	-23%	i	0.5	.	-32%
O=[N+]([O-])c1ccccc1S(=O)(=O)NCCc1ccncc1
  4	2	4%	4%	i	0.4	0%	i
N=c1c2c(-c3ccccc3)c(-c3ccccc3)n(Cc3ccco3)c2ncn1Cc1ccco1
  -10	?	4%	-5%	i	-0.3	0%	i

# Next part:
# Fields – D3 ag	D3 antag	EPAC2 agonist	EPAC2 antag	Akt phos inh	CCT chaperon mod	MmCpn inh	PTHR1 ag
CCOc1ccc(-c2nc(CSCC(=O)NC3CC3)c(C)o2)cc1
  -4	11	-2%	-5%	i	1.0	1%	-23%
Oc1c(CN2CCOCC2)cc(CN2CCOCC2)c(O)c1O
  19	2	8%	9%	i	-1.2	.	-3%
COc1ccc(S(=O)(=O)NC2(C(F)(F)F)NC(=O)N(CCc3ccc(OC)c(OC)c3)C2=O)cc1 (configuration not stated)
  -4&-17	-3	-2%	-1%	i	0.9	0%	-2%&-26%
COc1ccc(N2CCN(C(=O)CCc3ccc(S(=O)(=O)NC(C)C)cc3)CC2)cc1
  18	8	-6%	8%	i	1.3	-5%	-4%[57.5 µM]
CCCCC(=O)Nc1ccc(C(=O)Nc2cccnc2)cc1
  -26	?	6%	-3%	i	-5.4	-1%	-14%[57.5 µM]
COc1ccc(OCCCC(=O)OCC(=O)Nc2c(C)nn(-c3ccccc3)c2C)cc1
  3	-1	-2%	5%	i	-3.2	-1%	i
NS(=O)(=O)c1cc2c(cc1Cl)NC(CSCc1ccccc1)=NS2(=O)=O
  6&-9	9	-3%	5%	i	1.7	-4%	-19%
N#CCCNC(=O)CCN1CCCCC1
  4	-21	7%	2%	i	-0.9	2%	i
O=C(Nc1c(C(=O)N2CCC(N3CCCCC3)CC2)oc2ccccc12)c1c(F)cccc1F
  51*!	-8	1%	-1%	i	1.6	-1%	i
Cc1cc(=O)n2[nH]cc(-c3ccccc3)c2n1
  -7	12	4%	19%	i	3.2	2%	?
FC(F)Oc1ccccc1NC(=S)Nc1cccnc1
  2	-10	5%	1%	i	-1.1	2%	35%
COc1ccc(OC)c(CN(CCCN2CCOCC2)C(=O)Nc2ccccc2)c1
  -4	3	3%	7%	i	-0.1	-1%	i
CC(Oc1cc2oc(=O)c3c(c2cc1Cl)CCC3)C(=O)NCCCn1ccnc1 (configuration not stated)
  2	-21	9%	8%	i	-0.9	-2%	19%
Cc1ccc(S(=O)(=O)Oc2ccccc2-c2ccccc2)cc1
  -10	?	15%	?	i	-1.8	.	i
O=C(COC(=O)C1(c2ccc(Cl)cc2)CCCC1)NCc1ccco1
  0	-13	10%	?	i	-1.2	1%	-48%[inhibitor]
CC1CCN(c2c(NCC3CCC(C(=O)NCc4ccccc4)CC3)c(=O)c2=O)CC1 (configuration not stated)
  1	-61*	-2%	9%	i	-5.3	?	-8%
CC(C)(C)OC(=O)NCCCCCNC(=O)c1[nH]cnc1C(=O)Nc1ccc(Cl)cc1
  28	76	-12%	-19%	i	1.7	-1%	-95%[inhibitor]
O=C(NCC1CCCO1)c1csc2c1CCCCC2 (configuration not stated)
  -9	6	1%	-1%	i	-2.3	-1%	i
COc1ccc(NC(=O)C2C3C=CC4(CN(Cc5cccnc5)C(=O)C24)O3)c(OC)c1 (configuration not stated)
  3	-16	1%	18%	i	1.4	0%	-3%[57.5 µM]
COC(=O)C1=C(O)/C(=C\c2ccc(O)c(OC)c2)N=C1C
  -5	10	6%	-3%	i	-1.1	-4%	-20%[57.5 µM]
COc1ccc(CN2CCN(CCC(C)C)C(CCO)C2)cc1Cn1cccn1 (configuration not stated)
  -3	-14	11%	1%	i	-0.9	-2%	-17%
COc1ccc(N2CCN(c3nccs3)CC2)cc1
  -3	-9	4%	?	i	1.1	2%	i
CCn1nnc2cc(C(=O)N3CCC(C(=O)OC)CC3)ccc21
  7	2	6%	-6%	i	0.5	3%	i
CC1=CC2=NC(=O)/C(=C\c3ccc(-c4cccc(Cl)c4)o3)C(=N)N2O1
  11	2	-3%	19%	i	1.0	-4%	-11%
O=C(Nc1ccc(C(=O)N2CCCCC2)cc1)c1ccc([N+](=O)[O-])cc1
  3	6	-3%	-2%	i	1.2	2%	-31%[inhibitor]
Cc1cc(S(=O)(=O)Nc2ccc(F)cc2)c(C)s1
  22	-11	7%	-6%	i	2.9	0%	i
Cc1cc(Cl)ccc1NC(=S)NCCN1CCOCC1
  -2	-7	12%	0%	i	-2.0	-1%	i
O=[N+]([O-])c1ccc(N2CCCCC2)nc1
  -5	-14	6%	0%	i	-4.1	0%	i
Cc1cccc(N2CCN(C(=O)COc3ccc4c(c3)CCC4)CC2C)c1 (configuration not stated)
  7	9	15%	-28%	i	-0.6	-3%	-12%
Cc1ccc(S(=O)(=O)N2CCN(C(=O)CSc3ncn[nH]3)CC2)c(C)c1
  9	8	-2%	3%	i	-1.8	-4%	-28%

# The list continues.
# Fields – D3 ag	D3 antag	EPAC2 agonist	EPAC2 antag	Akt phos inh	CCT chaperon mod	MmCpn inh	PTHR1 ag
COc1ccc(NC(=O)CC2SC(N)=NC2=O)c([N+](=O)[O-])c1 (configuration not stated)
  -5	-2	6%	0%	i	-0.8	1%	-17%
CCc1nc2ccc(C(=O)Nc3ccc4c(c3)OCC(=O)N4)cn2c1N(C)C(=O)Cc1ccccc1
  3	14	3%	-1%	i	-0.3	.	i
CC1(C(=O)Nc2cccc(NS(C)(=O)=O)c2)Cc2c(-c3cccc(C(N)=O)c3)ccnc2O1 (configuration not stated)
  -6	21	1%	9%	i	-0.5	.	-4%
NC(=O)CSc1nnc(-c2ccc(O)cc2)n1Cc1ccco1
  -1	6	3%	3%	i	0.4	3%	i
Cc1ccc(NC(=O)c2ncn(CCCN[C@H](C)c3cccc4ccccc34)n2)cc1C
  -23	-2	10%	12%	i	-5.3	.	i

# Screening results as filed in PubChem BioAssay.

# Only part of the results is shown. The share of hits here may be higher or lower than overall.
